Screening data as filed in PubChem BioAssay.
POLB inh: DNA polymerase beta (human) inhibition; P06746; Potency, µM (series often up to 114 µM), without a hit: at the top dose activity change, negative = inhibition, actives largely listed as inhibitors; 340,000 compounds, 1.3% hits; Pol beta primer extension/strand displacement, fluorescence kinetic; further: potency means the concentration at half of the fitted maximal effect; on the % scale 0 is the no-effect control and ±100 the full control effect
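Enzyme-only controls used 10 nM Pol beta; buffer lacking enzyme served as negative control. Compound preincubated 15 min, then 50 nM substrate added; 0 and 10 min reads at room temperature.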
TRHR agonist: agonists of human TRH receptor. TRHR cells, calcium flux fluo-8, FDSS agonist mode. activation, % at 2 µM. P34981. 360,000 compounds, 0.18% hits. AID 493084; in the data active means activation above about 30%; further: 0% is about no effect
Target sequence (P34981 whole entry, looked up): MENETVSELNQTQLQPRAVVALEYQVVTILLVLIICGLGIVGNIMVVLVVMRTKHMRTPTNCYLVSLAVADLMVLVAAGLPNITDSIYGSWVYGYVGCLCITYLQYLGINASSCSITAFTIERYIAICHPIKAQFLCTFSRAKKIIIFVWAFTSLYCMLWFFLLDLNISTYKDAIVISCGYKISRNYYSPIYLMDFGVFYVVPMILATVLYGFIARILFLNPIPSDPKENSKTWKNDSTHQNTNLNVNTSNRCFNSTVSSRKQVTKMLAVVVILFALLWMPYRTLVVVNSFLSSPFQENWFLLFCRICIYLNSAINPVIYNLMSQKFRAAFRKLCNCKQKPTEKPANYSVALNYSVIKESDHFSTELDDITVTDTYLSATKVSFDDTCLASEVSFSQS
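Fluo-8-loaded TRHR cells; 10 s baseline, compound added, kinetic Ca2+ fluorescence read 1/s, agonist mode.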
Anesthetic bind: binds horse apoferritin like a general anesthetic. 350,000 compounds, 0.074% hits. Potency, µM (doses to about 77.5 µM), for inactives: at the highest dose activity change, negative = displacement, usual class: inhibitors. P02791. apoferritin/1-aminoanthracene competitive binding, fluorescence; further: potency means the concentration at half of the fitted maximal effect; on the % scale 0 is the no-effect control and ±100 the full control effect; nearly all actives have a fitted effect of over 20% in size
Target sequence (P02791 2-175 limits assumed): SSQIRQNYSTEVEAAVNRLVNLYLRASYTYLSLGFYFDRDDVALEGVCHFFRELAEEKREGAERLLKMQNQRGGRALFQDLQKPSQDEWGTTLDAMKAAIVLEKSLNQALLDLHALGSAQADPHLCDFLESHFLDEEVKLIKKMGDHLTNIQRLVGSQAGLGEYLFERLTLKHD
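Horse-spleen apoferritin (10 uM) in 50% saturated 1-aminoanthracene in PBS was incubated 10 min at room temperature with compound. Fluorescence (ex 380, em 535 nm) was normalized to free and bound 1-AMA, with concentration-response fitted by a four-parameter Hill equation.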
POLK inh: inhibitors of human DNA polymerase kappa | 400,000 compounds, 0.53% hits | purified Pol kappa, fluorescent DNA synthesis assay, 10 min | Q9UBT6 | Potency, µM (top dose mostly 107 µM), without a hit: top-dose activity, negative = inhibition, usual class: inhibitors; further: potency means the concentration at half of the fitted maximal effect; on the % scale 0 is the no-effect control and ±100 the full control effect
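Activity was followed as the change in fluorescence between reads at 0 and 10 min after starting the reaction with 50 nM substrate. Beforehand, 10 nM polymerase had been preincubated with compound for 15 min at room temperature.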
APEX1 inh: blocks human APE1 abasic DNA cleavage. P27695. recombinant APE1, TAMRA/BHQ-2 abasic DNA cleavage fluorescence. Potency, µM (doses to about 65.8 µM), without a hit: top-dose activity change, negative = inhibition, actives largely listed as inhibitors. 350,000 compounds, 0.35% hits. AID 2517;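 further: potency means the concentration at half of the fitted maximal effect; plate controls were vehicle for no effect and reference inhibitor for full effect; nearly all actives have a fitted effect of over 55% in size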
Target sequence (P27695 whole entry, looked up): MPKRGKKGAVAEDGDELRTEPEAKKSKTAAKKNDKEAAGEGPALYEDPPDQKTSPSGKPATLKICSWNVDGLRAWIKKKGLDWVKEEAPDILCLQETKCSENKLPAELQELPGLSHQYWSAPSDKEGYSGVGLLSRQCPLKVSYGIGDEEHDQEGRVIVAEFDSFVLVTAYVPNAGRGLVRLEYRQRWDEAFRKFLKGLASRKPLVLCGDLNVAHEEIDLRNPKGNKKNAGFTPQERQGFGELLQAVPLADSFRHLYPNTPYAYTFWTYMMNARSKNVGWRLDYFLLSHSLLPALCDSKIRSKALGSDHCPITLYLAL
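Activity was derived from the fluorescence gain between first and third kinetic reads (60 s intervals, ex 525/em 598 nm) after 50 nM THF-abasic TAMRA/BHQ-2 duplex was added to 0.75 nM APE1 preincubated 15 min with compound.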
POLI inh: DNA polymerase iota (human) inhibition; Q9UNA4; Pol iota fluorescent replication assay, 10 min; Potency, µM (top dose mostly 115 µM), inactives show top-dose activity, negative = inhibition, usual class: inhibitors; 390,000 compounds, 1% hits; AID 588590; further: potency means the concentration at half of the fitted maximal effect
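Fluorescent replication assay read twice, at 0 min and 10 min after adding 50 nM (final) substrate. Enzyme (10 nM) and compounds were first incubated 15 min at room temperature; enzyme-free buffer wells were negative controls.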
ERG Ets-DNA blk: inhibitors of human ERG Ets domain-DNA interaction; Potency, µM (highest dose often 76.9 µM), inactives show at the top dose FP activity, negative = inhibition, hits mostly inhibitors; AID 624246; P11308; fluorescence polarization, His-ERG Ets domain / labelled DNA; 370,000 compounds, 0.028% hits; active means well fitted inhibition curve with a large enough effect in the polarisation, with a control signal flat; inconclusive means small, poorly fitted or top-dose-only effect, or effect the other way, or a change in a side signal; inactive means no such curve, though single readings can be large or run the other way; the % refers to the polarisation;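 further: polarization taken with two DNA probes labelled with fluorescein and Texas red; potency means the concentration at half of the fitted maximal effect; % of control where 0% means no effect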
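His-tagged ERG Ets domain (1 uM in the protein solution; 300mM KCl, 50mM Tris-HCl, 1mM EDTA, 1mM DTT, pH 7.5) received compound, then a probe mix of 5 nM fluorescein-DNA and 100nM Texas-615-DNA. Fluorescence polarization was read for both dyes.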
12-LOX inh: ALOX12 (human) lipoxygenase inhibition; P18054; purified 12hLO, xylenol orange hydroperoxide absorbance; Potency, µM (titrated, usually from 108 µM), inactives show at the top dose activity change, negative = inhibition, most hits filed as inhibitors; 580,000 compounds, 1.1% hits; AID 1671190; further: potency means the concentration at half of the fitted maximal effect; on the % scale 0 is the no-effect control and ±100 the full control effect
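Purified human 12hLO at 150 nM in 25 mM Hepes, 0.01% Triton X-100, pH 7.0, preincubated 15 min at room temperature with compound. Reaction started with 40 uM arachidonic acid, 30 min at room temperature. Hydroperoxide measured by Fe-xylenol orange, 573/405 nm absorbance ratio.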
BLM helicase inh: blocks DNA unwinding by human BLM helicase | P54132 | Potency, µM (doses to about 56.1 µM), for inactives: top-dose activity change, negative = inhibition, most hits filed as inhibitors | recombinant BLM DNA unwinding, fluorescence dequenching | 350,000 compounds, 0.2% hits | AID 2528;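 further: potency means the concentration at half of the fitted maximal effect; plate controls were vehicle for no effect and no enzyme for full effect; nearly all actives have a fitted effect of over 35% in size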
Active calls of the source: *; ? = inconclusive; . = no result given; & = joins results of further samples; [ ] = another dose, or the depositor's remark. Unless noted, the call rests on the fitted dose curve; in most records, active means well fitted curve in the direction sought with a large enough effect; inconclusive means small, poorly fitted or top-dose-only effect, or another doubt; inactive means no such curve, though single readings can be large; an effect the other way counts as inactive or inconclusive.

SMILES	POLB inh	TRHR agonist	Anesthetic bind	POLK inh	APEX1 inh	POLI inh	ERG Ets-DNA blk	12-LOX inh	BLM helicase inh
O=C(COc1ccccc1)Nc1sc2c(c1C(=O)NCc1cccnc1)CCCC2	35µM*	-0.4	-12%	-13%	-1%	?	.	?	-15%
COc1cccc2c(=O)n(CC(=O)Nc3ccc(F)cc3F)ccc12	0%	-0.5	0%	-10%	0%	8%	-6%	-1%	1%
Cc1ccc(C)c(S(=O)(=O)N2CCN(C(=O)[C@H](Cc3ccccc3)NC(=O)c3ccco3)CC2)c1	.	.	.	-5%	-5%	6%	2%	-5%	.
CCOc1ccc(NC(=O)C(=O)N/N=C/c2ccccc2F)cc1	5%	-0.6	2%	-4%	-3%	?	14%	13%	4%
CN(CC(=O)Nc1cccc(F)c1)C(=O)c1ccc2c(c1)NC(=O)CS2	.	-0.1	.	8%	-2%	-2%	-1%	-29%	.
CCOC(=O)c1ccc(NC(=O)C2CCN(S(=O)(=O)c3ccc(C)cc3)CC2)cc1	1%	-0.6	-1%	1%	.	30%[activator]	1%	2%	-4%
Cc1cc(C)cc(NC(=S)NC2CC3CCCC(C2)N3CC(C)C)c1 (stereo not drawn)	-20%	-0.4	-9%	2%	5%	6%	4%	-13%	-6%
N#CCO/N=C/C(=O)Nc1ccc(F)cc1F	0%	0.9	-8%	0%	1%	44%	-5%	-4%	-1%
O=C(Nc1ccc(-c2nc3cccnc3s2)cc1)c1cccnc1Cl	0%	0.2	-7%	-3%	3%	31%[activator]	0%	-16%	-8%
CN(CC(=O)Nc1ccccc1Br)C(=O)CN(C)C1CCCCC1	.	-0.1	.	5%	6%	35%[activator]	13%	-2%	.
CC1(NC(=O)CC(c2ccccc2)(c2ccccc2)c2ccccc2)CCN(CCCc2ccccc2)C1=O (stereo not drawn)	.	0.8	.	-5%	-5%	36%[activator]	8%	-5%	.
COc1cc(OC)c(OC)cc1/C=N/NC(=O)c1cc(-c2cccn2C)n[nH]1	-3%	-2.3	38%[activator]	-14%	-8%	18%	-2%	0%	-9%
COCCCN1CN(Cc2ccco2)CNC1=S	1%	-0.7	2%	-2%	-5%	32%[activator]	16%	0%	2%
CCC(C)(C)NC(=O)C(c1ccccc1F)N(Cc1ccco1)C(=O)c1csnn1 (stereo not drawn)	23%	-0.3	?	0%	-5%	16%	2%	0%	0%
CCOC(=O)c1c(C)[nH]c(C(=O)COC(=O)c2ccco2)c1C	.	.	.	-7%	-7%	26%	-17%	0%	.
Cc1ccc(C)c(SCC(=O)OCC(=O)Nc2ccc(S(=O)(=O)N3CCOCC3)cc2)c1	-1%	3.4	6%	-15%	-4%	-8%	.	21%	-16%
Cc1c(NC(=O)c2c(O)c3ccccc3n(C)c2=O)c(=O)n(-c2ccccc2)n1C	4%	0.8	-6%	-9%	0%	17%	-5%	17%	0%
CCOc1ccc(NC(=O)NNC(=O)c2cc3ccccc3cc2O)cc1	?	1.9	-6%	-44%	22%	79µM*	5%	3%	-11%
Cc1oc(-c2ccccc2)cc1C(=O)Nc1ccc2ccccc2c1	27%	-1.0	-3%	0%	1%	16%	-8%	?	-3%
N#Cc1c(N)oc(-c2ccccc2)c1-c1ccccc1	15%	0.1	-21%	2%	0%	-2%	5%	?	-4%
Nc1nnc(CCS(=O)(=O)c2ccc(Br)cc2)s1	-14%	0.4	-7%	5%	15%	-10%	0%	-8%	0%
O=C(CCc1ccccc1)NC1CC(=O)N(c2cccc(F)c2)C1 (stereo not drawn)	-17%	0.3	4%	-1%[60.1 µM]	.	?	-7%	-22%	0%
Cc1cc(C)c(-c2c(O)c3cnn(-c4ccccc4)c3[nH]c2=O)c(C)c1	8%	0.6	2%	-1%	0%	136%[activator]	1%	-3%	-12%
COc1cc(NC(=O)CNc2ccc(Cl)c(S(=O)(=O)N3CCOCC3)c2)cc(OC)c1	.	0.8	.	-8%	20%	6%	7%	?	.
O=C(Nc1ccnn1C1CCN(C(=O)c2cccc(Cl)c2)CC1)C1CC1	34%	0.8	6%	10%	-7%	-10%	-11%	-1%	-1%
Additional results follow.
SMILES	POLB inh	TRHR agonist	Anesthetic bind	POLK inh	APEX1 inh	POLI inh	ERG Ets-DNA blk	12-LOX inh	BLM helicase inh
O=C1CCCN1c1ccc(S(=O)(=O)NCCOc2ccccc2)cc1	-2%	0.1	-4%	-5%	0%	?	-5%	93%[activator][57.4 µM]	5%
Cc1cc(OCC(=O)NNC(=O)c2cccc(F)c2)ccc1Cl	.	-0.4	.	4%	7%	10%	1%	5%	.
COC(=O)C1=C(C(=O)OC)SC2(S1)C(C(=O)OC)=C(C(=O)OC)SC1=C2c2cc(C)cc(C)c2NC1(C)C	25%	-0.1	?	0%	3%	-4%	6%	-2%	3%
COc1cc(OC)c(NC(=O)Cn2c(SCc3ccccc3F)nc3cccnc32)cc1Cl	-20%	0.4	-15%	-15%	.	16%	-1%	-13%	-3%
COc1ccc(CC(NC(C)=O)C(=O)NC2CCN(C(=O)c3ccc([N+](=O)[O-])cc3)CC2)cc1OC (stereo not drawn)	29%	-0.8	4%	3%	14%	0%	-1%	0%	-2%
CCn1cc(C(=O)NP(=O)(Nc2ccc(C)cc2)Nc2ccc(C)cc2)c2ccccc21	7%	1.3	5%	-22%	0%	-17%	-10%	?	0%
Cn1nnnc1SCCNS(=O)(=O)c1ccccc1	5%	1.6	-14%	-2%	-3%	-12%	-5%	-1%	-1%
COCCCn1c(=O)/c(=C\c2ccccc2OC(C)C)s/c1=C(/C#N)C(=O)Nc1ccc(C(=O)O)cc1	1%	3.7	-16%	-28%	-2%	?	18%	1%	-8%
COc1ccc(NC(=O)Nc2cccc3c2O[C@H](CN(C)C(=O)NC2CCCCC2)[C@@H](C)CN([C@H](C)CO)C3=O)cc1	.	.	.	14%	25%	17%	0%	8%	.
CCOc1ccc2nc(SCc3ccc(OC)cc3)sc2c1	8%	1.6	18%	-13%	18%	6%	-4%	-17%	-2%
Cc1ccc(-c2nc3cc(NS(=O)(=O)c4ccc(C)cc4)ccc3o2)cc1	0%	0.1	-4%	-8%	5%	18%	-6%	?	-15%
CC(=O)Nc1ccc(NS(=O)(=O)c2ccccc2)cc1	29%	-0.3	?	2%	3%	27%	8%	0%	-1%
Cc1ccc(-c2cc(C(F)(F)F)n3nc(C(=O)Nc4ccon4)cc3n2)cc1C	-2%	0.2	-6%	-13%	-1%	18%	-9%	-9%	-5%
O=C(Nc1ccc(Cl)cc1)OCc1cc(-c2ccccc2)on1	1%	-0.1	-8%	-1%	-3%	-7%	-1%	?	-2%
CN(C)S(=O)(=O)c1cc(NC(=O)COC(=O)CCc2ccccc2)ccc1Cl	8%	-1.2	?	-2%	13%	13%	1%	-2%	-8%
O=C1c2ccc(Oc3ccc([N+](=O)[O-])cc3)cc2C(=O)N1c1ccncc1	2%	3.0	-2%	-1%	-1%	-18%	-2%	-7%	0%
CCOC(=O)NC(=O)CSc1nnc(C)s1	-10%	-0.8	-9%	-13%	-4%	8%	.	-1%	0%
COCC(=O)NC1CCN(S(=O)(=O)c2cccc(C(C)=O)c2)CC1	16%	0.2	-5%	11%	-2%	26%	?	-22%	1%
CCOC(=O)Nc1ccc2c(CN3CCC(C(=O)OC)CC3)cc(=O)oc2c1	2%	1.7	-2%	6%	-1%	?	2%	0%&-29%	-6%
CC(C)(CC(=O)O)CC(=O)N1CCCN(c2nccc(C(F)(F)F)n2)CC1	5%	1.7	9%	18%	-9%	17%	4%	0%	-2%
Nc1c(-c2ccc(Cl)cc2)cnn1C1CCS(=O)(=O)C1 (stereo not drawn)	-1%	-1.0	-12%	3%	-8%	16%	-1%	9%	-5%
Cc1cccc(NC(=O)c2ccc(N3C(=O)C4CCCCC4C3=O)cc2)c1C (stereo not drawn)	-1%	0.7	?	-4%	48%[activator]	22%	5%	-9%	3%
CCCCOC(=O)c1ccc(NC(=O)Cc2coc3ccc(C(C)C)cc23)cc1	2%	4.2	-9%	-4%	.	21%	9%	-9%	-13%
Cc1ccc(OCC(=O)N/N=C/C=C/c2ccco2)cc1	-27%	-0.4	?	?	-6%	16µM*	-4%	?	-23%
NC(=O)C1Cc2ccccc2CN1S(=O)(=O)c1cccs1 (stereo not drawn)	4%	-0.1	-9%	6%	1%	35%[activator]	-3%	-2%	0%
O=C(Cn1nc(C(=O)O)c2ccccc2c1=O)Nc1cc(S(=O)(=O)N2CCCCC2)ccc1Cl	.	.	.	0%	-9%	-16%	3%	-4%	.
COc1ccc(S(=O)(=O)NCC(=O)Nc2cccc(C)c2C)cc1OC	27%	-1.4	-6%	-1%	-2%	0%	8%	10%	-5%
O=C(NCc1ccc(F)cc1)C(=O)NCC(c1ccc2c(c1)OCO2)N1CCOCC1 (stereo not drawn)	2%	0.2	-13%	-6%[60.1 µM]	.	-13%	-3%	-16%	-2%
C=C(C)Cn1c(C)cc(C)c(S(=O)(=O)c2cccc(C)c2)c1=O	-2%	-2.1	45%[activator]	0%	20%	-19%	-6%	-2%	-11%

Not all compounds are listed, so the mix of outcomes need not match the whole.
